Compound activity deposited in PubChem by several laboratories.
HTRA1 inh = HTRA1 serine protease inhibitors, primary screen, biochemical, fluorescence polarization, HTS. Q92743. recombinant HTRA1, FP-rhodamine activity-based probe. inhibition, % at 5.96 µM. 0.5% of 340,000 active. AID 504803, 2011; in the data active = inhibition above about 36%;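 note: 0% = enzyme with DMSO and 100% = wells lacking enzyme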
Target sequence (Q92743 whole entry, looked up): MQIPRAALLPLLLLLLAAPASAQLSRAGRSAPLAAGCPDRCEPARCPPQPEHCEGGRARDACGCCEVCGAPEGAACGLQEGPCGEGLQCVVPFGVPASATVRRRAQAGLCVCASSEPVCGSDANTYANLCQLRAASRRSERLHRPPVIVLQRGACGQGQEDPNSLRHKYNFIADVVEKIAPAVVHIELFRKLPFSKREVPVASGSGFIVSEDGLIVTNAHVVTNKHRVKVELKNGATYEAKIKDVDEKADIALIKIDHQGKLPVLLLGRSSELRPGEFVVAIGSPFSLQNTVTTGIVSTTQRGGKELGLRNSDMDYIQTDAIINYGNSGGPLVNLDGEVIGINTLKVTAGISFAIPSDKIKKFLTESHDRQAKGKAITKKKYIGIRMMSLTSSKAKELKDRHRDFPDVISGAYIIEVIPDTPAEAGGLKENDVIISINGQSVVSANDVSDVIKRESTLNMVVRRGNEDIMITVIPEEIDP
rCAG RNA binder = binders of r(CAG) RNA repeats, primary screen, biochemical, fluorescence; r(CAG) RNA repeat, TO-PRO-1 dye displacement fluorescence; inhibition, % at 3 µM; 1.3% of 370,000 active; AID 651821, 2012;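 active = inhibition above the plate cutoff, the mean of all test compounds on that plate plus 3 SD, cut at about 35% in these data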;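 note: 0% = DMSO alone and 100% = 100 µM mitoxantrone as full dye displacement; higher means more dye released from RNA so lower well fluorescence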
TCR CD3 inh = inhibitors of human TCR-CD3 interaction, primary screen, biochemical, fluorescence, TAMRA-labeled TCR probe. T-cell receptor (TCR). inhibition, % at 9.4 µM. 0.37% of 360,000 active. AID 651800, 2012; in the data active = inhibition above about 19%;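 note: recombinant mutant TCR 2C K166C tagged with TAMRA read by polarization; 0% = receptor in buffer alone and 100% = receptor with positive control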
PG9 Ab binder = binders of HIV-1 gp120 antibody PG9, primary screen, biochemical, TR-FRET; TR-FRET gp120-PG9 antibody binding; HIV-1 gp120 / PG9 antibody interaction; inhibition, % at 6.7 µM; 0.43% of 360,000 active; in the data active = inhibition above about 8.5%
MBD2 DNA inh = inhibitors of MBD2 binding to methylated DNA, primary screen, biochemical, TR-FRET, DNA-binding domain, human | 0.31% of 370,000 active | inhibition, % at 4.4 µM | MBD2 binding to methylated oligonucleotide; in the data active = inhibition above about 13%
UHRF1 binding = UHRF1 methylated DNA binding inhibitors, primary screen, counter-screen for MBD2 inhibitor project, biochemical, TR-FRET, human UHRF1, single concentration; 0.75% of 370,000 active; inhibition, % at 4.4 µM; UHRF1 binding to methylated oligo; AID 687016, 2013; in the data active = inhibition above about 21%;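 note: UHRF1 SRA domain binding a hemimethylated CpG hairpin DNA probe; 0% = median of test compound wells and 100% = reference inhibitor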
LEDGF integ inh = blockers of LEDGF/p75-dependent integrase strand transfer – biochemical, TR-FRET, high throughput, primary screen | TR-FRET IN-LEDGF/p75 DNA integration, Eu/Cy5 | inhibition, % at 3.7 µM | HIV-1 integrase (with human LEDGF/p75) | 0.64% of 370,000 active;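 active = inhibition above the screen-wide mean plus 3 SD, cut at about 13% in these data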;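 note: signal is the Cy5 over europium emission ratio at 671 and 618 nm; 0% = plate median of compound wells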
Rev-erbA mod = modulators of Rev-erb alpha DNA binding, primary screen, biochemical, FITC-DNA, fluorescence polarization, uHTS | Rev-erbα–FITC-DNA binding, 90 min | activity, % at 10 µM | 0.79% of 370,000 active | AID 1259318, 2017;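 active = activity above about 14%, limit read from the data; passing the limit was not always enough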;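 note: 0% = DMSO wells with 35 nM protein and 100% = DMSO wells with 750 nM protein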
Target sequence (P20393 whole entry, looked up): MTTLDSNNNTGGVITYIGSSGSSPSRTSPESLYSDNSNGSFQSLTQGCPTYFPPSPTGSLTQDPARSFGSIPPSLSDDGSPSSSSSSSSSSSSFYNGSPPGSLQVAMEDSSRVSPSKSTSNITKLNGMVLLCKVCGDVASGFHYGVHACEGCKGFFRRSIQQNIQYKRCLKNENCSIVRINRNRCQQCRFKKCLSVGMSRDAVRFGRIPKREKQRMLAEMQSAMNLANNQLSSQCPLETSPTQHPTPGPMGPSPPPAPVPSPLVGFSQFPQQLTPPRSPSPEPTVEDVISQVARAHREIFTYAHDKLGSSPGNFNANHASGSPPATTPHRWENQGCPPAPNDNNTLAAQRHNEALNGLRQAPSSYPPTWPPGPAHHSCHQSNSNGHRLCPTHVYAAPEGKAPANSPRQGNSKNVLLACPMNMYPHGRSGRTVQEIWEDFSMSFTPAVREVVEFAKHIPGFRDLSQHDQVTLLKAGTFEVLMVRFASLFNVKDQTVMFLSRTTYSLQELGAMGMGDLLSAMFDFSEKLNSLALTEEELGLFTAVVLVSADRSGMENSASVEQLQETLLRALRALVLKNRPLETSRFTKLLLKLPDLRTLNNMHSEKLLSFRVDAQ
PRMT1 inh = PRMT1 methyltransferase inhibitors, primary screen, biochemical, fluorescence polarization; Protein arginine N-methyltransferase 1 (Homo sapiens), Q99873; recombinant PRMT1, activity-based probe fluorescence polarization; inhibition, % at 2.79 µM; 1.3% of 370,000 active;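 active = inhibition above about 21% made by adding two undisclosed values, limit read from the data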
mABHD4 FP = ABHD4 inhibitors, primary screen, biochemical, fluorescence polarization, mouse | AID 720543, 2013 | inhibition, % at 8.92 µM | (Lyso)-N-acylphosphatidylethanolamine lipase (Mus musculus), Q8VD66 | 0.54% of 370,000 active | purified mABHD4, FP-Rh probe fluorescence polarization;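 active = inhibition exceeding the mean over every tested compound plus 3 SD, cut at about 30% in these data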;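 note: 0% = plate median of compound wells and 100% = S159A mutant with DMSO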
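System: mouse ABHD4 enzyme, wild type / Medium: HEPES pH 7.0, NaCl, Pluronic buffer / Reagent: FP-Rh activity-based fluorescent probe / Control set: S159A mutant high control, sample median low control / Detection: fluorescence polarization with parallel and perpendicular emission, 525/598 nm / Schedule: 45 min + 60 min at 25 °C / Compound dosing: 8.92 µM, single dose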
The depositor's hits bear a star; x = no result given; & = joins results of further samples. The list is partial; the hit share may differ from the screen's.

A first look, three compounds:
SMILES	HTRA1 inh	rCAG RNA binder	TCR CD3 inh	PG9 Ab binder	MBD2 DNA inh	UHRF1 binding	LEDGF integ inh	Rev-erbA mod	PRMT1 inh	mABHD4 FP
CN(CCOc1ccc(CC2SC(=O)NC2=O)cc1)c1ccccn1 (configuration not stated)	-5&-1	15&15	-6&-4	-1.4&-0.4	-3&-2	-1&0	0&0	2&-6	-1&-2	-10&-14
N#Cc1nc(-c2ccc(Cl)cc2)oc1NCCc1ccccn1	0	4	5	-0.2	1	2	2	1	-1	4
Cc1cc2nc(C)c(Cc3ccccc3)c(=O)n2[nH]1	-6	-1	-8	0.1	6	7	1	1	2	-10

Main list, from the start:
SMILES	HTRA1 inh	rCAG RNA binder	TCR CD3 inh	PG9 Ab binder	MBD2 DNA inh	UHRF1 binding	LEDGF integ inh	Rev-erbA mod	PRMT1 inh	mABHD4 FP
CN(CCOc1ccc(CC2SC(=O)NC2=O)cc1)c1ccccn1 (configuration not stated)	-5&-1	15&15	-6&-4	-1.4&-0.4	-3&-2	-1&0	0&0	2&-6	-1&-2	-10&-14
N#Cc1nc(-c2ccc(Cl)cc2)oc1NCCc1ccccn1	0	4	5	-0.2	1	2	2	1	-1	4
Cc1cc2nc(C)c(Cc3ccccc3)c(=O)n2[nH]1	-6	-1	-8	0.1	6	7	1	1	2	-10
CC(C)CNC(=O)OCc1cn(Cc2ccccc2F)nn1	x	-1	x	x	7	2	-1	4	-5	7
Cc1nc(SCC(=O)c2ccc(F)cc2)c([N+](=O)[O-])[nH]1	-1	6	0	-0.7	-6	1	0	5	1	10
Cc1cccc(NC(=O)CCNS(=O)(=O)c2cccc3nsnc23)c1	6	0	8	-1.6	-1	0	-1	-3	-1	4
Cc1ccc(SCC(=O)NC(=O)NCCC(C)C)c(C)c1	-6	0	6	1.0	-1	-1	-1	-13	0	-7
COC(=O)C[C@H]1C=C[C@@H](NC(=O)Nc2c(C)noc2C)[C@@H](CO)O1	x	2	6	-1.5	-1	-1	4	-2	-2	5
N#CCOC(=O)c1cc(S(=O)(=O)N2CCCCC2)ccc1N1CCOCC1	8	1	-2	0.2	-1	0	-6	-8	5	-1
Cc1ccnc(NC(=O)COC(=O)C23CC4CC(CC(C4)C2)C3)n1	7	0	8	-0.2	-4	7	2	-8	-1	0
CC(C)C(=O)N1CCN(c2c(Cl)cccc2[N+](=O)[O-])CC1	2	-6	1	1.2	-1	3	4	-4	4	3
Cc1ccccc1OCCn1c(CCNC(=O)C(C)C)nc2ccccc21	3	-1	-5	2.7	0	0	0	1	-4	-2
C=CCNC(=O)c1onc(CSc2cc(C)ccc2C)c1C(=O)O	-1	14	-3	-1.2	-3	-1	-4	2	0	-6
CC1(c2nnc(Cc3ccccc3)o2)CC(c2c(Cl)cccc2Cl)=NO1 (configuration not stated)	-11	1	8	-1.9	2	0	0	0	1	-5
c1ccc(N2CCN(c3cnc4ccccc4n3)CC2)cc1	-2	-3	-2	-0.4	0	-1	0	-1	-3	2
Cc1[nH]c2ccccc2c1C(=O)C(C)Sc1nnc(C2CC2)o1 (configuration not stated)	4	5	-6	1.8	-1	2	-7	0	2	2
CCOc1ccccc1NC(=O)CCNC(=O)Cn1ccc2ccccc2c1=O	-1	-2	-4	0.0	4	2	-3	-3	2	-2
NC(c1ccc(F)c(F)c1)c1nc(-c2cncnc2)cs1 (configuration not stated)	x	1	3	-2.8	8	6	-1	-3	7	-10
CSc1nsc(NC(=O)Cc2ccccc2)n1	-8	1	7	0.4	2	2	-2	5	1	1
Cc1ccc(C(=O)OCC(=O)Nc2nc(-c3ccccc3)cs2)cc1NC(=O)c1ccco1	-46	13	-3	0.3	0	0	2	-6	-1	-42
O=C(COc1nncc2ccccc12)Nc1ccc(Br)cc1F	-8	2	3	6.0	3	-4	0	-4	-2	-3
CC(C)CCN1CCNC(=O)C1CC(=O)N(C)CCCN1CCOCC1 (configuration not stated)	-3	-3	8	-2.4	0	4	1	3	-2	-3
O=[N+]([O-])c1ccc(Sc2cccc3cccnc23)c([N+](=O)[O-])c1	4	-1	1	0.0	-10	-21	-5	4	13	5
COc1cc(-c2nc(-c3ccccc3)c(-c3cc([N+](=O)[O-])ccc3C)[nH]2)cc(OC)c1OC	-13	3	-10	0.3	3	1	-1	1	0	3
COc1ccc(Br)cc1CN(C)C(=O)C1CC(=O)N(C2CCCC2)C1 (configuration not stated)	-4	-2	-1	1.4	-3	1	2	5	4	0
Cc1scc(C(=O)NNC(=S)NCC(C)C)c1C	7	-1	3	-1.2	-3	0	-1	7	-6	2
O=[N+]([O-])c1ccc(Sc2nnnn2-c2ccccc2)nc1	x	-1	3	-2.3	4	2	-4	-2	5	3
CC12CN3CC(C)(CN(C1)C3c1ccc(Cl)cc1)C2 (configuration not stated)	5	-1	-7	-0.3	-4	-1	4	6	-4	2
COc1ccc(C2CC(=O)c3cnc(Nc4cc(C)cc(C)c4)nc3C2)cc1 (configuration not stated)	-33	0	0	-2.4	1	2	2	2	1	0
CC1CC(C)CN(S(=O)(=O)c2ccc(NC(=O)CCNC(=O)c3ccc([N+](=O)[O-])cc3)cc2)C1 (configuration not stated)	1	4	-4	0.9	-2	-2	-2	-8	0	1
CCn1cnc2cc(NC(=O)c3ccc(C)cc3)ccc21	2	-1	-7	-2.3	-2	2	2	-1	0	13
COc1cc(CN2C[C@@H](CO)O[C@@H](n3cnc4c(NC5CCC5)ncnc43)C2)cc(OC)c1OC	x	1	-4	0.7	8	3	2	2	6	-8
O=C(CCc1ccccc1)Nc1nc2ccc(S(=O)(=O)N3CCOCC3)cc2s1	0	7	-10	12*	2	4	3	10	4	-16
CCOC(=O)c1ccc(S(=O)(=O)N2CCN(CC(=O)NC(=O)NC(C)(C)C)CC2)cc1	1	-9	-1	-1.0	1	-3	1	-2	-2	3
O=C(O)C1=CCCNC1	3	3	4	0.2	0	1	3	-6	-1	-9
N#CCSc1nc2ccccc2c2nc3ccccc3n12	-7	7	7	-1.3	-4	-1	0	1	2	-4
O=C(Nc1ccc2nn(-c3ccccc3)nc2c1)c1cccnc1	-32	7	0	-1.2	2	-2	-2	-4	-1	-30
CCOC(=O)c1ccc(N/C(=N\S(=O)(=O)c2ccccc2C)c2ccccc2)cc1	-39	3	-1	0.8	-2	-3	-1	-2	1	-54
CCOC(=O)[C@@]12CCC3=C1N(CCC3)C(=O)[C@H](CC(=O)NCCC(C)C)C2	x	-2	x	x	2	-1	-3	3	3	-4
COc1ccc(C)cc1NC(=O)CCCN1C(=O)CCC1=O	4	-2	2	0.5	5	0	-2	0	6	9
Cc1nc(SCC(N)=O)c([N+](=O)[O-])[nH]1	0	2	6	0.8	-3	1	-5	2	3	3
COc1cc(C#N)c(NC(=O)CN2CCN(CCO)CC2)cc1OC	-1	-2	9	1.3	-3	2	2	0	4	4
Cc1ccc(OCC(=O)NC(=S)Nc2ccc(Br)cn2)cc1C	3	4	-5	-0.9	-4	-1	1	0	-2	7
CC[C@@]1(C(=O)OC)N[C@H](CN(C)C(=O)COC)[C@@H]2C(=O)N(C)C(=O)[C@@H]21	0	2	1	-1.6	-3	-2	1	2	-1	5
COc1ccccc1NC(=O)CC(=O)Nc1ccccc1OC	4	2	-10	1.8	-5	1	7	-2	-4	-11
CCC(C)NC(=O)CN1C(=O)CSc2ccc(S(=O)(=O)N3CCCC3)cc21 (configuration not stated)	0	-1	3	-1.3	3	-1	-1	3	2	6
CCn1c(SCC(=O)NC2CCCCC2)nnc1-c1ccco1	3	1	-2	-2.4	1	-2	0	1	0	-1
CCN(C(=O)CSc1n[nH]c(-c2ccccc2)n1)c1c(N)n(Cc2ccccc2)c(=O)[nH]c1=O	-1	1	-1	-0.7	2	-3	3	-6	-3	1
COc1cc(/C=N/NC(=O)Cc2cccs2)c([N+](=O)[O-])cc1OC	4	1	-8	0.6	2	0	-4	4	2	2
CSC1=N/C(=C\c2ccc(C)o2)C(=O)S1	6	12	6	-2.5	-11	-4	14*	3	31*	6
Cc1ccc(-c2nc3ccccc3[nH]2)cc1NC(=O)c1sc2ccccc2c1Cl	-12	8	4	0.3	-1	0	2	-1	2	0
O=C(O)CN1C(=O)C2C3CC(C2C1=O)C1C(c2ccc(Cl)cc2)c2sc(=O)[nH]c2SC31 (configuration not stated)	5	30	-13	1.8	6	1	1	-3	64*	2
COc1ccccc1CC(=O)Nc1ccc(S(=O)(=O)N2CCCCC2)cc1	-20	8	5	0.1	-1	1	-1	6	-1	-5
Cc1ccsc1/C=N/Nc1nc(=O)[nH]nc1C	28	-1	-5	-5.8	2	-2	1	3	-2	11
CN(C)/C=C/C(=O)Oc1ccc(Cl)cc1Cl	3	1	0	-1.8	3	1	0	3	2	0
O=C(OCC(=O)N1CCCc2ccccc21)c1cccnc1Cl	-5	-4	8	-0.6	-2	8	-2	2	4	-2
O=C(O)C1=C[C@@H](c2coc3ccccc3c2=O)C[C@@H](OCc2ccc(CO)cc2)O1	-1	2	-2	-0.5	0	0	3	-2	-1	1
COc1ccc(/C(C)=N\n2cnnc2)cc1	9	-1	1	0.8	6	-2	-3	-1	-1	7
CCCc1cc(=O)n2[nH]c(-c3ccc(OC)cc3)nc2n1	0	0	-1	2.0	0	-2	0	-2	-2	-4
CC(NS(=O)(=O)c1ccc(Cl)cc1)C(c1cccs1)N1CCN(C)CC1 (configuration not stated)	3	-5	1	1.0	-2	5	0	-3	0	6

(continued)
SMILES	HTRA1 inh	rCAG RNA binder	TCR CD3 inh	PG9 Ab binder	MBD2 DNA inh	UHRF1 binding	LEDGF integ inh	Rev-erbA mod	PRMT1 inh	mABHD4 FP
CCOCc1nnc(NC(=O)c2ccc(OC)cc2)s1	3	-4	1	0.3	5	-3	1	2	0	6
N#Cc1c(N)c(C(=O)c2ccccc2)n2c1CCC2	-1	-3	5	-1.3	-1	0	-1	-2	-4	4
Cc1cc2c(cc1C)-n1nnnc1C(N1CCN(C(=O)OCc3ccccc3)CC1)C(=O)N2 (configuration not stated)	x	4	-4	-4.3	2	0	-2	1	-1	7
COc1ccc(-c2ccc3c(c2)O[C@H](CN(C)C(=O)Nc2ccccc2F)[C@@H](C)CN([C@H](C)CO)S3(=O)=O)cc1	-11	3	-4	0.4	2	4	4	-2	-7	-9
CCN(CC)C(=O)[C@H]1CC(CC(=O)NCC23CC4CC(CC(C4)C2)C3)C(=O)N2CCc3c([nH]c4ccc(OC)cc34)[C@]12C (some centres not stated)	-9	7	1	1.4	-2	-1	-3	1	-2	-3
COC(=O)[C@@]12C[C@@H](CC(=O)NCCc3ccccc3OC)C(=O)N(CCc3ccc(OC)c(OC)c3)C1=CCC(C)(C)C2	x	5	-9	0.1	5	4	-3	4	10	-14
